Bioassay records as filed in PubChem BioAssay.
Glyco luc inh = N-linked glycosylation inhibition | D54 ERlucT glycosylation luciferase reporter, 24 h; percent of 100 nM tunicamycin response | reporter increase, % at 12.5 µM | 360,000 compounds, 0.23% hits | AID 588692;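 active = mean luciferase reporter signal, scaled so untreated is 0 and the glycosylation-blocking control 100, at or above a set limit in every replicate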;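 also: luciferase carries N-glycosylation sites so blocking glycosylation raises the light; 0% = median of neutral control wells and 100% = median of 100 nM tunicamycin wells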
MC4R ag barr = human MC4R agonism via beta-arrestin | activation, % at 8.9 µM | 360,000 compounds, 0.98% hits | P32245 | U2OS MC4R beta-arrestin complementation, luminescence; percent of melanotan II response, DMSO zero;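 active = activation above a per-plate cutoff, the mean activation of sample wells on that plate plus 3 SD, cut at about 8% in these data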
Granule exo inh = blocks lytic granule exocytosis; inhibition, % at 10 µM; TALL-104 LAMP-1 surface exposure, flow cytometry; cells stimulated with thapsigargin and PMA; AID 651702; 360,000 compounds, 0.66% hits;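 active = inhibition above about 55%, limit read from the data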
aDG glyco up = increases alpha dystroglycan glycosylation. 360,000 compounds, 0.22% hits. activation, % at 10 µM. Pro5-aDG cells, alpha-DG glycosylation AlphaScreen (IIH6); 0% Pro5, 100% B10-LARGE cell signal. AID 624168;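 active = activation of at least 8% versus controls, or a plate z-score of at least 8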;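 also: Pro5 are CHO cells carrying HIG-tagged alpha-DG that lacks glycosylation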
ABCB6 inh MLPCN = blocks the human ABCB6 transporter; Q9NP58; K562-ABCB6 porphyrin accumulation, flow cytometry, 1 h; hits give low values; fluorescence ratio to DMSO, % at 10 µM; 360,000 compounds, 0.19% hits; AID 602162;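 active = fluorescence ratio to DMSO below 75%, the collection mean minus 3 SD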;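 also: signal is porphyrin accumulated inside mitochondria; 100% equals median channel fluorescence of DMSO control wells; lower ratio means ABCB6 inhibition with less porphyrin fluorescence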
Target sequence (Q9NP58 whole entry, looked up): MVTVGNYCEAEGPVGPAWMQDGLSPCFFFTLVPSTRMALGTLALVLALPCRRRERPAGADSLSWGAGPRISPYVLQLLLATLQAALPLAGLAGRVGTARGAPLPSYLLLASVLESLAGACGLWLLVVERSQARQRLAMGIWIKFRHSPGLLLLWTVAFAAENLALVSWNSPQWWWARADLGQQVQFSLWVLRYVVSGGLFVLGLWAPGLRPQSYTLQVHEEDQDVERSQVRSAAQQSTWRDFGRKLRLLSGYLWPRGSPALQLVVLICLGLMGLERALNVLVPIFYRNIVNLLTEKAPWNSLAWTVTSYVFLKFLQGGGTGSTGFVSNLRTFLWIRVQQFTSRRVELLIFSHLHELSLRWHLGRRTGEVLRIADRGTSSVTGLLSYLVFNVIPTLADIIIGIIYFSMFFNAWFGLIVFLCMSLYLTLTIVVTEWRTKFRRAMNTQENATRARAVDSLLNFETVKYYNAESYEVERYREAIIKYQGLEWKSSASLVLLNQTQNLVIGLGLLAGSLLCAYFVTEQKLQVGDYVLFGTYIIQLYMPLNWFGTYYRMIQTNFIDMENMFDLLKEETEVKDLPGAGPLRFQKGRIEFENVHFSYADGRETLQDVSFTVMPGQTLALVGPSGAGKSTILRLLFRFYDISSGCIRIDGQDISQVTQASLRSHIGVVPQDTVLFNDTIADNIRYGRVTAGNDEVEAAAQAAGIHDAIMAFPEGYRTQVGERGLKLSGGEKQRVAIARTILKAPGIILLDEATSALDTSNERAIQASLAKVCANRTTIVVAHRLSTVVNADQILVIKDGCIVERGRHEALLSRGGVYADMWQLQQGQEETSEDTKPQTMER
TLR9-MyD88 block = inhibitors of human TLR9-MyD88 binding. inhibition, % at 4.98 µM. Q9NR96+Q99836. CHO BLA complementation TLR9-MyD88, CCF4 FRET ratio. 340,000 compounds, 0.21% hits. AID 504734;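 active = inhibition above the mean over all tested compounds plus 3 SD, cut at about 21% in these data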;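 also: 0% = DMSO only wells and 100% = clavulanate BLA inhibitor control wells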
ABHD5 PLIN5 PPI = blocks binding of human ABHD5 to perilipin-5; Q00G26+Q8WTS1; Split G. princeps luciferase complementation, luminescence, 4 h; inhibition, % at 4 µM; 360,000 compounds, 0.78% hits;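 active = inhibition above the mean inhibition across every tested compound plus 3 SD, cut at about 22% in these data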;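 also: 0% = DMSO only wells and the 100% control is not disclosed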
Vif imaging = inhibitors of HIV Vif; HEK293T cells, Vif self-association by quenched fluorescence, imaging, 24 h; inhibition, % at 7.49 µM; 340,000 compounds, 0.35% hits; AID 602346; in the data active = inhibition above about 50%, passing the limit was not always enough; also: some results filed as inactive read as strong as hits
MC4R antagonist = human MC4R antagonism in cAMP assay. AID 540295. inhibition, % at 6.5 µM. 360,000 compounds, 0.48% hits. MC4R-expressing cells, MTII-stimulated cAMP, LANCE TR-FRET;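 active = inhibition above its plate's cutoff, the mean of tested wells on that plate plus 3 SD, cut at about 29% in these data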;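 also: 0% = Melanotan II alone and 100% = Melanotan II plus saturating MCL0020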
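System – human MC4R-expressing U2OS cells · Also added – Melanotan II · Dosing – one concentration, 6.5 µM nominal · Timing – 30-min compound, 1-h challenge, 1-h detection, room temperature · Measured by – Eu-cAMP/anti-cAMP TR-FRET, emission 671 nm · Replicates – singlicate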
NOD2-RIPK2 inh = inhibitors of human NOD2-RIPK2 interaction; 360,000 compounds, 0.38% hits; O43353; CHO BLA complementation NOD2-RIPK2, CCF4 ratio; inhibition, % at 4.98 µM; AID 624267; in the data active = inhibition above about 21%;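 also: 0% = vehicle only and 100% = reference blocker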
An asterisk follows results filed as active; . = not tested or not shown. Some of the compounds tested; the hit share may differ from the screen's.

SMILES	Glyco luc inh	MC4R ag barr	Granule exo inh	aDG glyco up	ABCB6 inh MLPCN	TLR9-MyD88 block	ABHD5 PLIN5 PPI	Vif imaging	MC4R antagonist	NOD2-RIPK2 inh
CCN(CC)S(=O)(=O)c1ccc2[nH]c(=O)cc(C(=O)Nc3ccc(C)cc3)c2c1	-2.1	2.0	-19.7	0.5	102.0	-2.3	-7.3	26.9	8.5	-2.5
COc1cc(/C=C(\C#N)C(=O)N2CCOCC2)ccc1OCc1ccccc1	-0.9	-2.4	-1.9	0.1	92.0	-12.7	0.8	-1.6	19.1	1.3
CCOC(=O)c1cc(C)sc1NC(=O)CN1CCN(C(=O)C2CCCO2)CC1 (configuration not stated)	1.3	-0.1	-4.7	-0.2	102.0	-3.8	0.4	-2.6	4.5	-5.8
CC1CCC(NC(=O)C2c3ccccc3C(=O)N2Cc2ccc3c(c2)OCO3)CC1 (configuration not stated)	-0.6	0.1	4.7	-0.1	86.0	-5.5	7.6	-0.9	2.7	3.7
COc1ccc(S(=O)(=O)N(C)C[C@@H]2Oc3c(NS(C)(=O)=O)cccc3C(=O)N([C@@H](C)CO)C[C@H]2C)cc1	-0.1	0.5	-2.2	-0.1	107.0	4.0	0.6	-6.0	5.2	1.4
Cc1cccn2c(=O)c(/C=C3\SC(=S)NC3=O)c(NCCCN3CCOCC3)nc12	-0.8	-1.2	40.5	-0.3	147.0	-2.9	7.5	82.8*	-25.9	-13.6
COc1ccc(/C=C\C(=O)NCC(=O)N/N=C/c2ccc(O)cc2O)cc1	4.6	1.7	-5.3	0.0	95.0	10.1	5.0	-12.8	-10.1	-14.5
Cc1cc(S(=O)(=O)N2CCCOC2CNC(=O)C(=O)NCCCN2CCOCC2)ccc1F (configuration not stated)	-0.5	-1.0	0.5	4.5	95.0	6.4	-0.8	5.4	5.2	-14.3
Cc1ccccc1Cn1c(=O)[nH]c2ccccc21	0.9	-0.6	-2.9	-0.2	99.0	4.2	5.1	3.2	2.8	-7.1
CC(C)C[C@@H](CNCC(=O)[C@H](C)NC(=O)c1[nH]cnc1C(=O)N[C@@H](C)CN)NC(=O)c1nc[nH]c1C(=O)N[C@@H](Cc1ccccc1)C(=O)O	2.4	0.7	-6.9	-0.1	98.0	-2.9	3.9	8.4	-3.0	-2.0
Cn1c(C(=O)N2COCC2(C)C)cc2c(=O)n3ccccc3nc21	-0.1	-0.7	2.0	-0.2	98.0	-4.8	2.8	5.4	8.5	7.3
COc1cccc(CN(C(=O)c2ccccc2)C2CCS(=O)(=O)C2)c1 (configuration not stated)	1.5	1.5	-0.1	0.5	106.0	-7.2	6.0	0.4	11.0	-6.8
CCOc1ccc(S(=O)(=O)N/N=C2/CCCC(=O)C2)cc1	1.6	-0.7	-0.9	0.0	86.0	1.5	3.1	0.5	4.0	6.3
CCS(=O)(=O)N1CCCC(C(=O)NCCCOC(C)C)C1 (configuration not stated)	1.0	-1.5	2.4	0.3	106.0	-1.1	2.7	11.3	-0.8	6.5
CCCC12CN3CC(CCC)(CN(C1)C3C(O)C(O)C(O)CO)C2=O (configuration not stated)	-0.2	-0.1	-0.1	-0.4	.	-2.9	8.4	-10.4	5.7	-15.5
CCC/C(=N\NC(=O)c1ccc(OC)c(OC)c1)c1ccccc1	1.4	-3.1	-2.8	0.1	98.0	-3.8	-4.5	8.2	11.4	1.6
CCOc1ccc(CN(C)CC(=O)NCc2ccccc2Cl)cc1	-0.9	0.5	-2.7	-0.1	95.0	2.3	8.2	1.7	-3.6	2.9
Cc1cc(N2CCN(C)CC2)nc(N2CCOCC2)n1	4.1	-1.5	3.1	-0.1	96.0	6.1	-4.6	0.8	7.0	-4.8
COC(=O)N1C/C=C\C(c2ccc(OC)cc2)N(Cc2ccc(F)cc2)C(=O)C1 (configuration not stated)	-0.2	4.4	2.0	-0.1	98.0	-11.6	-12.7	-3.3	-4.7	-8.4
CC(=O)Nc1cc(C(=O)N(C)Cc2ccccc2)ccc1S(=O)(=O)c1ccc(C)cc1	1.0	-1.4	2.5	-0.1	101.0	-2.7	0.5	-0.7	-4.4	-0.2
Cc1nc2ccc([N+](=O)[O-])cc2c(=O)n1Cc1cccc(Br)c1	-2.0	1.5	6.7	-0.2	102.0	0.7	-8.1	1.6	24.3	9.0
COc1ccc(C2NC(=O)C(=O)/C2=C(\O)c2ccc(Cl)cc2)cc1OC (configuration not stated)	0.3	0.7	0.2	0.0	101.0	1.6	0.3	-8.3	0.9	-11.2
Cc1cc(=O)oc2cc(OCC(=O)NCc3cccnc3)ccc12	-0.2	-0.9	-2.0	-0.2	93.0	3.6	-0.7	5.8	-0.8	-4.9
Cc1cc(OC(C)C)nc(NCc2ccccc2)n1	18.5	0.1	-0.3	0.1	96.0	-3.5	-9.9	15.2	1.3	1.3

Vif imaging: hit marks shown above.
SMILES	Glyco luc inh	MC4R ag barr	Granule exo inh	aDG glyco up	ABCB6 inh MLPCN	TLR9-MyD88 block	ABHD5 PLIN5 PPI	Vif imaging	MC4R antagonist	NOD2-RIPK2 inh
Cc1cccn2c(=O)c(/C=C3\SC(=S)NC3=O)c(NCCCN3CCOCC3)nc12	-0.8	-1.2	40.5	-0.3	147.0	-2.9	7.5	82.8*	-25.9	-13.6

The results go on.
SMILES	Glyco luc inh	MC4R ag barr	Granule exo inh	aDG glyco up	ABCB6 inh MLPCN	TLR9-MyD88 block	ABHD5 PLIN5 PPI	Vif imaging	MC4R antagonist	NOD2-RIPK2 inh
CCCn1c(N)c(C(=O)CN(C)CC(=O)Nc2c(C)cc(C)cc2C)c(=O)[nH]c1=O	5.2	-1.4	18.8	-0.1	99.0	-2.0	0.7	-6.8	-5.7	5.3
COC(=O)C1=C(C)N(Cc2ccco2)C(=O)C1	0.6	-1.8	3.0	0.4	92.0	-3.9	17.7	2.6	13.7	5.7
COc1cc(/C=C/C(=O)OCC(=O)Nc2ccc(C)c(S(=O)(=O)N3CCCCC3)c2)ccc1O	3.1	0.5	3.3	-0.3	94.0	-20.8	-3.6	2.3	7.7	-2.2
O=C(/C=C/c1cccc2ccccc12)N1CCOCC1	1.1	1.2	-13.0	0.0	98.0	-5.5	1.1	4.0	-5.4	-0.2
CC(=O)NCCc1nc2ccccc2n1CCCCOc1ccccc1	0.1	3.2	6.5	0.2	99.0	2.0	-5.7	-10.7	25.4	-14.9
Cc1occc1-c1nnc(SCC(=O)N(C)c2ccccc2)o1	-2.2	-1.2	-4.9	-0.4	102.0	4.8	-1.5	-0.7	6.5	-5.3
CC(=O)c1cn(CC(=O)Nc2ccccc2F)c2ccccc12	-0.8	-0.6	-12.9	0.5	94.0	12.2	4.3	-25.8	4.6	8.2
COc1ccc(C(=O)C2CCCN(C(=O)c3cccc(N(C)C)c3)C2)cc1OC (configuration not stated)	-1.1	-1.1	-3.0	0.6	102.0	9.4	1.8	-21.4	11.8	-4.3
Cc1nc2cc(NC(=O)Nc3ccc(Br)cc3)ccc2o1	-2.5	-1.1	1.2	0.0	85.0	6.5	-3.2	1.2	6.0	-2.5
CC(NC(=O)CSc1ccccc1C(=O)O)C1CC2CCC1C2 (configuration not stated)	4.6	-3.2	0.9	0.2	99.0	9.8	6.1	8.5	4.6	-4.4
Cc1cccc(-n2c(Cc3ccccc3)nnc2SCc2ccc([N+](=O)[O-])cc2)c1	-7.6	1.5	-1.1	1.1	98.0	0.7	-0.2	-2.4	2.0	10.7
C/C=C(/C)C(=O)Nc1cccc(C2=NOC3(C2)C[C@H](C(N)=O)N(C(=O)c2ccc(Cl)cc2)C3)c1 (some centres not stated)	0.3	-1.7	-2.5	0.2	97.0	4.5	4.1	-2.6	-2.7	-13.1
Cc1cc(-c2ccccc2)cc(C)n1	0.3	0.0	-0.1	0.1	100.0	4.4	-5.0	2.6	2.5	0.8
COC(=O)NC1c2ccccc2Oc2ccc(C)cc21 (configuration not stated)	-1.9	2.2	5.3	0.0	94.0	0.1	1.8	-16.0	17.3	6.9
COc1ccc(S(=O)(=O)N2CCC(NC(=O)C(Cc3cccc(OC)c3OC)NC(C)=O)CC2)cc1 (configuration not stated)	-0.7	-0.2	0.1	-0.3	101.0	.	1.4	2.9	1.1	-2.5
COc1ccc(CNC(=O)[C@@H]2CC=C[C@@H]3CCN(Cc4ccccc4)C(=O)[C@@H]32)cc1	-0.8	0.2	-1.6	0.0	97.0	-5.6	-0.1	2.9	15.0	-18.4
CNC(=O)OCCSCCS(=O)(=O)c1ccc(Cl)cc1	2.3	-1.5	-4.6	-0.1	94.0	5.1	-2.9	13.0	-0.5	2.7
CC(=O)N(Cc1cccnc1)Cc1cc2ccccc2[nH]c1=O	3.0	-0.6	-0.1	-0.3	107.0	-18.0	3.1	-4.4	13.8	-8.6
CC(C(=O)OCC(=O)Nc1ccc(S(N)(=O)=O)cc1)N1C(=O)c2ccccc2C1=O (configuration not stated)	0.8	-1.5	2.6	-0.1	97.0	2.0	4.3	10.6	1.6	-4.8
CCC1(CC)NC(=S)N(Nc2ccccc2)C1=O	0.6	-2.1	3.6	-0.2	96.0	5.7	1.5	11.0	3.2	0.0
CC1(C(=O)Nc2ccc3c(c2)OCCO3)CN(S(C)(=O)=O)CC(=O)N1CCCN1CCOCC1 (configuration not stated)	.	.	-3.9	3.4	.	.	3.2	.	.	2.4
COc1ccccc1-c1nnc(SCC(=O)Nc2ccc3[nH]c(=O)[nH]c3c2)n1N	1.5	2.7	-10.0	0.4	92.0	-0.9	-4.7	14.0	2.3	-5.8
C=CCn1cnnc1SCC(=O)N(C1CCCCC1)C1CCS(=O)(=O)C1 (configuration not stated)	1.9	-0.7	-9.6	-0.3	99.0	-3.3	4.8	3.6	1.1	-0.4
CS(=O)(=O)N(CC(=O)NCCSC1CCCCC1)c1ccccc1	-0.6	0.1	1.1	0.1	98.0	-4.0	-7.0	-3.4	16.7	-11.3
CCCc1nnc(SCC(=O)Nc2ccc(OC)cc2)o1	-0.2	1.1	-6.9	0.4	89.0	-10.2	-5.1	3.4	-2.6	3.8
C=CCN1C(=O)C(CC(=O)Nc2ccc(C)cc2)SC1=Nc1c(C)n(C)n(-c2ccccc2)c1=O (configuration not stated)	1.9	0.2	11.9	0.3	98.0	-8.7	-4.2	11.0	15.9	-3.7
O=C(Nc1ccccc1C(=O)NCCCn1ccnc1)c1ccc(Cl)cc1Cl	2.4	0.7	-1.6	0.0	93.0	0.5	3.1	-2.9	7.3	-0.6
Cn1cc(CN2CCc3ccccc3C2)c2ccccc21	1.4	-0.1	-1.4	0.2	93.0	-0.8	3.5	.	1.1	-5.5
Cn1c(=O)c2c(ncn2CCC(=O)N/N=C/c2ccccc2)n(C)c1=O	1.0	0.5	-7.6	0.0	101.0	-9.2	1.5	1.5	5.7	4.5

3 compounds from above with just ABHD5 PLIN5 PPI.
SMILES,ABHD5 PLIN5 PPI
C=CCN1C(=O)C(CC(=O)Nc2ccc(C)cc2)SC1=Nc1c(C)n(C)n(-c2ccccc2)c1=O (configuration not stated),-4.2
O=C(Nc1ccccc1C(=O)NCCCn1ccnc1)c1ccc(Cl)cc1Cl,3.1
CCCc1nnc(SCC(=O)Nc2ccc(OC)cc2)o1,-5.1
